ABHD5 PLIN5 PPI: inhibitors of human ABHD5-perilipin-5 interaction; Split G. princeps luciferase complementation, luminescence, 4 h; inhibition, % at 4 µM; 0.78% of 360,000 active; AID 602281;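 active = inhibition above the mean inhibition across every tested compound plus 3 SD, cut at about 22% in these data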;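 note: 0% = DMSO only wells and the 100% control is not disclosed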
Glyco luc inh: blocks N-linked glycosylation in D54 reporter cells; D54 ERlucT glycosylation luciferase reporter, 24 h; percent of 100 nM tunicamycin response; reporter increase, % at 12.5 µM; 0.23% of 360,000 active;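 active = mean luciferase reporter signal, scaled so untreated is 0 and the glycosylation-blocking control 100, at or above a set limit in every replicate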;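 note: luciferase carries N-glycosylation sites so blocking glycosylation raises the light; 0% = median of neutral control wells and 100% = median of 100 nM tunicamycin wells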
NOD2 RIPK2 PPI: NOD2-RIPK2 protein interaction inhibition; O43353; CHO BLA complementation NOD2-RIPK2, CCF4 ratio; 0.38% of 360,000 active; inhibition, % at 4.98 µM; AID 624267; in the data active = inhibition above about 21%;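 note: 0% = vehicle only and 100% = reference blocker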
ABCB6 inh 2: blocks the human ABCB6 transporter; 0.19% of 360,000 active; fluorescence ratio to DMSO, % at 10 µM; AID 602162; K562-ABCB6 porphyrin accumulation, flow cytometry, 1 h; active compounds read low; Q9NP58;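 active = fluorescence ratio to DMSO below 75%, the collection mean minus 3 SD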;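 note: signal is porphyrin accumulated inside mitochondria; 100% equals median channel fluorescence of DMSO control wells; lower ratio means ABCB6 inhibition with less porphyrin fluorescence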
MC4R antag cAMP: blocks human MC4R cAMP signaling. inhibition, % at 6.5 µM. P32245. MC4R-expressing cells, MTII-stimulated cAMP, LANCE TR-FRET. 0.48% of 360,000 active. AID 540295;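 active = inhibition above its plate's cutoff, the mean of tested wells on that plate plus 3 SD, cut at about 29% in these data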;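 note: 0% = Melanotan II alone and 100% = Melanotan II plus saturating MCL0020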
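Material: human MC4R-expressing U2OS cells. Probe or stimulus: Melanotan II challenge. Dosing: 6.5 µM single dose. Times: 30-min compound, 1-h challenge, 1-h detection, room temperature. Technique: TR-FRET with Eu-cAMP and labeled anti-cAMP, 671 nm. Replication: singlicate.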
H9c2 protect: modulators protecting cardiomyocytes from myocardial damage; H9c2 cardiomyocytes, H2O2 injury protection, ATPLite, 2 h; protection from H2O2 cell death, % at 20 µM; 0.63% of 360,000 active;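 active = compounds giving at least 50% protection of heart cells from peroxide-induced death in the single-dose screen, raw or plate-pattern-corrected value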;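 note: 0% = DMSO wells with peroxide and 100% = DMSO wells without peroxide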
HTR2A ag: activates the mouse 5-HT2A serotonin receptor | P35363 | CHO-K1 mHTR2A beta-arrestin complementation, luminescence; percent of 30 µM serotonin response | activation, % at 7.6 µM | 0.66% of 360,000 active;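 active = activation above a run cutoff, the mean activation of all tested compounds plus 3 SD, cut at about 14% in these data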;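 note: 0% = plate median of compound wells and 100% = 30 µM serotonin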
MC4R ag barr: human MC4R agonism via beta-arrestin; P32245; U2OS MC4R beta-arrestin complementation, luminescence; percent of melanotan II response, DMSO zero; activation, % at 8.9 µM; 0.98% of 360,000 active; AID 540308;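 active = activation above a per-plate cutoff, the mean activation of sample wells on that plate plus 3 SD, cut at about 8% in these data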
NCOA2 inhibitor: human SRC2 (NCOA2) inhibition; Q15596; HEK293 GAL4-SRC2 luciferase reporter, luminescence; inhibition, % at 9 µM; 0.17% of 370,000 active; AID 651957;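 active = inhibition above the mean inhibition of all tested compounds plus 3 SD, set per campaign, cut at about 52% in these data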;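 note: 0% = DMSO treated cells and 100% = cells given Gossypol at 36 µM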
Target sequence (Q15596 whole entry, looked up, the tested form may be a part): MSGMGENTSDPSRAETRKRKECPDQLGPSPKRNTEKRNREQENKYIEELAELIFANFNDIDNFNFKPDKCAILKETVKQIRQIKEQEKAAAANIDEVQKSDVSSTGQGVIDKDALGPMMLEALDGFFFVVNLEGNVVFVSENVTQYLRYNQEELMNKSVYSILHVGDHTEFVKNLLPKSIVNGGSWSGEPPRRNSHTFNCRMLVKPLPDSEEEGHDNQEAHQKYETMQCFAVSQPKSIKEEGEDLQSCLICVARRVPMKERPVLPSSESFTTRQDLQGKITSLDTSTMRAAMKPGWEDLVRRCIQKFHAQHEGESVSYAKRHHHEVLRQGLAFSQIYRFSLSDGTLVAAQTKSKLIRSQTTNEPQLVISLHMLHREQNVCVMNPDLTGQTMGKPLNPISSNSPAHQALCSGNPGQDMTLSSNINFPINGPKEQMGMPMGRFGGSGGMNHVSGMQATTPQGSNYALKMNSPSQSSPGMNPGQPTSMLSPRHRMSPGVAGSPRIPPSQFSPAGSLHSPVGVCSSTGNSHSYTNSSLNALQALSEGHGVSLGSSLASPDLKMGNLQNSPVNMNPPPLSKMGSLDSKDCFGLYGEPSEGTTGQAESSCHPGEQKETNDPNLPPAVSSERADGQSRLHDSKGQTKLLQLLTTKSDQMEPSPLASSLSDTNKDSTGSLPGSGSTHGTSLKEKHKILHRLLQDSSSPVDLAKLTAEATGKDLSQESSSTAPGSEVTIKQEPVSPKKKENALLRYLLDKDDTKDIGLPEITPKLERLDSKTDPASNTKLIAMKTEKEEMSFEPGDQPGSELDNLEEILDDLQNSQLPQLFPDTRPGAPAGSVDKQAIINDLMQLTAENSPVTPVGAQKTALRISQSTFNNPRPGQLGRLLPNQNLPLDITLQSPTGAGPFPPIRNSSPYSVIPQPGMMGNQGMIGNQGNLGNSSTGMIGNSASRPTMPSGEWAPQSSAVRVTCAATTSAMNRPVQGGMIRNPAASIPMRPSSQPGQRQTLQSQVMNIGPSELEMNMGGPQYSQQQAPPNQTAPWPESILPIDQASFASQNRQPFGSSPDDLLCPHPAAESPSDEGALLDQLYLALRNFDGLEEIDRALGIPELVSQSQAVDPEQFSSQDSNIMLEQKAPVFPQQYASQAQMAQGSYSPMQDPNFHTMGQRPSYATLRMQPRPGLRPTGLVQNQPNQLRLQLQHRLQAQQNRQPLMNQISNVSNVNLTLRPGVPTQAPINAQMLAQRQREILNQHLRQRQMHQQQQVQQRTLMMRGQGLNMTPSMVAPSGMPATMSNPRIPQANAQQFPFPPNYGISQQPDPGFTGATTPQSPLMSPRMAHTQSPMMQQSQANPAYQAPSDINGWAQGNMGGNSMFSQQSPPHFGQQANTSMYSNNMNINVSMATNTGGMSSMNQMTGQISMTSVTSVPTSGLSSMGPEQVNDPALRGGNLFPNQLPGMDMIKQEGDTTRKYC
TLR9-MyD88 block: TLR9-MyD88 interaction inhibition; Q9NR96+Q99836; CHO BLA complementation TLR9-MyD88, CCF4 FRET ratio; inhibition, % at 4.98 µM; 0.21% of 340,000 active; AID 504734;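 active = inhibition above the mean over all tested compounds plus 3 SD, cut at about 21% in these data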;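 note: 0% = DMSO only wells and 100% = clavulanate BLA inhibitor control wells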
Starred values were filed as active, the others as inactive; / = not tested or not shown. Not all compounds are listed (hit frequency here may not be typical).

Results follow in this order: MC4R antag cAMP, H9c2 protect, TLR9-MyD88 block, NCOA2 inhibitor, ABHD5 PLIN5 PPI, MC4R ag barr, Glyco luc inh, HTR2A ag, NOD2 RIPK2 PPI, ABCB6 inh 2
COc1ccc(C)cc1S(=O)(=O)N1CCC2(CC1)OCCN2S(=O)(=O)c1cccs1
→ -1, -3, -18, -10, 0, -1.2, -3, 3, -7, 96
C[C@H](CO)N1C[C@H](C)[C@@H](CN(C)Cc2ccccc2)Oc2c(NS(=O)(=O)c3ccc(F)cc3)cccc2C1=O
→ 7, 6, 1, 8, -9, -0.2, 7, -7, 0, 93
N#C/C(=C(/O)CCl)c1nnc2n1CCCCC2
→ 3, 6, 7, 3, 1, 1.6, 1, -3, -6, 95
Cc1ccc(-c2csc(/C(C#N)=C/Nc3ccc4c(c3)OCCO4)n2)cc1
→ -4, -6, -3, -5, -4, -4.3, 2, 2, -5, 226
COCCNC(=O)c1ccc(CS(=O)(=O)c2ccccc2OC)o1
→ 6, 2, 1, 13, -1, -1.5, 0, 2, -2, 103
COCCN(C(=O)c1ccccc1)c1nnc(-c2cccnc2)s1
→ 7, 7, 4, -1, 3, -1.1, -1, 2, -4, 90
OC1(c2ccc(Cl)cc2)CCN(Cc2cn[nH]c2-c2ccccc2)CC1
→ 4, 2, 1, 21, 1, -0.4, -1, -5, -8, 97
CCOc1ccc(S(=O)(=O)N(CC)CC(=O)NCc2ccncc2)cc1C
→ 1, -1, -4, -2, 0, -1.7, 0, 3, -1, 91
CCOC(=O)c1ccc(NC(=S)Nc2ccc(Cl)cn2)cc1
→ -12, -7, 3, 8, 7, 0.5, 1, 5, 5, 95
CCN(CC)S(=O)(=O)c1ccc(N2CCc3cc(OC)c(OC)cc3C2)nc1
→ 3, 4, 2, 28, 11, -2.7, 6, -2, -1, 98
COc1cc(Cl)ccc1OCc1cc(C(=O)NC(C)Cc2cnccn2)no1 (stereo not given)
→ 2, 1, -4, -73, -7, -0.7, -6, -8, 1, 97
COc1ccc(-c2cc(C(F)(F)F)nc(-n3ccnc3C)n2)cc1
→ 4, 23, 5, -21, 5, 0.9, -3, 9, -1, 91
CCN(c1ccccc1)S(=O)(=O)c1ccc(C(=O)N2CCN(c3ccccc3F)CC2)cc1
→ 2, -1, -6, 20, -3, -1.1, -1, 2, 4, 95
CCOc1c(O)ccc(/C=C2\SC(=S)NC2=O)c1[N+](=O)[O-]
→ -11, -6, 0, 3, -10, -3.2, 2, 3, -7, 96
O=C(Nc1nnc([C@H]2C[C@H](O)[C@@H](CO)O2)s1)c1ccccc1F
→ 18, -9, /, 13, 7, 1.9, 1, 4, 0, 99

Additional entries follow:
Results follow in this order: MC4R antag cAMP, H9c2 protect, TLR9-MyD88 block, NCOA2 inhibitor, ABHD5 PLIN5 PPI, MC4R ag barr, Glyco luc inh, HTR2A ag, NOD2 RIPK2 PPI, ABCB6 inh 2
Fc1ccc(-c2cc(C(F)(F)F)nc(-n3cccn3)n2)cc1
→ 19, 0, -10, 8, -5, -1.0, 1, -10, -2, 95
COc1ccc(CCN2C(=O)CC(N3CCN(c4ccccn4)CC3)C2=O)cc1OC (stereo not given)
→ 4, 8, -14, 8, 1, 0.4, 0, -4, -10, 92
CC(C)c1nc2c(c(=O)c3ccccc3n2C)c(=O)n1-c1ccc(F)cc1
→ -8, 0, -2, -1, 4, -1.7, 4, 0, 8, 96
COc1ccc(CSc2nc(C)[nH]c2[N+](=O)[O-])cc1[N+](=O)[O-]
→ 8, 4, -9, 6, 2, 0.2, 0, -5, -6, 104
O=C(O)C1C2CC3OC(=O)C1C3C2 (stereo not given)
→ 11, 0, -5, -24, 1, -1.5, 0, 4, -5, 99
CCN1CCN(C(=O)Nc2ccccc2OC)CC1
→ 5, 9, 4, -21, 2, 0.9, -1, 4, -6, 100
COc1cc(NC(=O)C(C)Oc2ccccc2)c(OC)cc1NC(=O)c1ccccc1 (stereo not given)
→ -1, 20, -12, /, 4, 0.8, /, 4, 6, 125
CCC(C)(C)NC(=O)C(c1ccccc1Cl)N(C(=O)CCC(=O)Nc1cc(C)on1)C(C)(C)C (stereo not given)
→ -1, 0, -7, 0, 2, -0.3, 2, -5, -14, 94
CCN(CC)S(=O)(=O)c1cccc(C(=O)NCCCn2ccnc2)c1
→ 4, 7, 5, -27, 2, 0.5, 1, 11, -1, 98
OC(CN1CCCC(C(F)(F)F)C1)c1ccccc1 (stereo not given)
→ 2, -3, -3, 0, 3, -0.4, 0, 0, -6, 90
Cc1ccc(-c2cnc(NC(=O)c3cccc(Br)c3)s2)c(C)c1
→ 13, -11, 12, 0, -4, -0.5, -3, 0, -7, 94
CCOc1c(Cl)cc(/C=N/NC(N)=S)cc1OC
→ -8, -9, 2, 20, -5, -0.7, 4, 2, -8, 110
Cc1cc(C(=O)OCC(=O)c2cccs2)ccc1[N+](=O)[O-]
→ 0, -1, -7, -9, -1, -2.4, 3, 4, -16, 102
CN(C)S(=O)(=O)c1ccc2c(c1)nc(CCC(=O)NCc1ccc(Cl)cc1)n2C
→ -3, 0, 5, -16, 5, 1.8, 1, 1, -8, 94
Cc1ccc(S(=O)(=O)NC(CC(=O)O)c2ccc(F)cc2)cc1 (stereo not given)
→ 4, 9, 9, -28, 4, -0.5, 2, 3, -7, 100

New compounds follow
Results follow in this order: MC4R antag cAMP, H9c2 protect, TLR9-MyD88 block, NCOA2 inhibitor, ABHD5 PLIN5 PPI, MC4R ag barr, Glyco luc inh, HTR2A ag, NOD2 RIPK2 PPI, ABCB6 inh 2
Cc1ccc(S(=O)(=O)N2CCN(C(=O)C3CCCO3)CC2)cc1C (stereo not given)
→ 10, -3, 1, -15, 6, -2.2, 1, -1, -8, 98
O=C(Nc1ccc(C(=O)O)cc1)Nc1ccc(F)cc1F
→ 11, 11, -3, 10, -1, -2.4, -1, 3, -7, 93
CC1(C(=O)NS(=O)(=O)c2cccc(C#N)c2)CCN1C(=O)C1(c2ccc(Cl)cc2)CCC1 (stereo not given)
→ 5, 4, /, -4, 2, -0.6, 1, 2, 13, 98
CCOC(=O)C1(Cc2ccccc2C(F)(F)F)CCN(CC(O)CO)CC1 (stereo not given)
→ 7, 3, -5, 0, -2, 0.6, -2, -3, -4, 110
COc1cccc(NC(=O)c2ccc3c(c2)N(CC(=O)N2CCCCC2)C(=O)C(C)(C)O3)c1
→ 2, 7, -4, 2, 5, 1.2, 2, -5, -9, 77
COc1ccccc1N(C)S(=O)(=O)c1ccc(C(=O)NC2CCCCCC2)cc1
→ 7, -2, 7, 5, -8, -1.0, -5, -9, 11, 98
CCOc1ccc(N(CC)C(=O)CCNC(=O)Cn2ccc3ccccc3c2=O)cc1
→ 6, 8, 2, -12, 0, -1.9, 0, -4, -1, 96
Cc1cccc(NC(=O)c2cc(-c3ccccn3)nc3ccccc23)c1C
→ 5, -1, 4, 13, 1, -1.4, -4, 1, -1, 87
C#CCNCCS(=O)(=O)N(Cc1ccc(Br)cc1)[C@@H](C)C(=O)O
→ -2, 4, -1, -3, 0, 0.2, 3, -2, -1, 100
Cc1cc(SCC(=O)N/N=C/c2ccc(C(=O)O)cc2)nc2ccccc12
→ -4, -5, 2, -21, 4, -1.5, 3, 3, 4, 105
COc1ccc(-c2cc3nc(-c4ccccc4)cc(N4CCN(C(=O)c5ccoc5)CC4)n3n2)cc1
→ 6, 54*, -4, 5, 12, 1.6, -6, 8, 8, 96
Clc1ccc(CNCCC2=CCCCC2)cc1
→ 3, -2, -4, 6, 2, 5.8, -1, 2, 3, 99
Nc1nc(Nc2ccccc2)nc(N2CCCC2)c1[N+](=O)[O-]
→ -1, -7, 5, -73, 1, 0.5, 6, -11, 5, 102
c1nc(NCc2ccc3c(c2)OCO3)c2cc(-c3ccc4c(c3)OCCO4)ccc2n1
→ -4, -15, 0, 4, 2, -1.3, -2, -1, -2, 94
Cc1ccccc1OCC(=O)NS(=O)(=O)c1ccc(Cl)cc1
→ 7, 12, 2, -6, 11, 0.5, 1, 1, -1, 95

(more compounds)
Results follow in this order: MC4R antag cAMP, H9c2 protect, TLR9-MyD88 block, NCOA2 inhibitor, ABHD5 PLIN5 PPI, MC4R ag barr, Glyco luc inh, HTR2A ag, NOD2 RIPK2 PPI, ABCB6 inh 2
Cc1nccn1-c1ccc(NC(=O)[C@H]2O[C@@H](n3cnc4c(N)ncnc43)[C@H](O)[C@@H]2O)cc1
→ /, 4, /, /, -3, /, -2, 5, -6, 95
O=C(COC(=O)CNC(=O)c1ccccc1)NCc1ccc2c(c1)OCO2
→ 20, 11, -5, 5, -5, -5.0, -1, -4, 2, 95
C=CCOc1ccc(CN(C)C(=O)c2ccc(CNS(=O)(=O)c3ccc(C)c(C)c3)cc2)cc1
→ 8, -14, 3, 30, 6, -2.1, -5, -2, -7, 92
Cc1cccc(C)c1OC(=O)CN1C(=O)c2ccccc2C1=O
→ 5, 0, -1, 2, 0, -0.9, 0, -1, -5, 95
COc1ccccc1NC(=S)NC(=O)C(C)(C)C
→ 4, 0, 2, -8, -4, 1.1, 2, 1, -19, 98
COc1ccc(N2CCN(c3ncnc4c3cnn4-c3ccc(C)cc3C)CC2)cc1
→ 1, -15, 2, -6, 7, -1.9, -5, 8, -7, 95
CC(C)C(NC(=O)c1ccc(C(C)(C)C)cc1)C(=O)Nc1cccc(S(N)(=O)=O)c1 (stereo not given)
→ 9, -16, 5, -17, -6, -2.7, -5, -6, -8, 93
N/C(=N\OC(=O)c1ccc(Cl)cc1Cl)c1cccnc1
→ -2, -29, -8, -30, 3, -1.2, -8, 7, -11, 95
Cc1c(CN(C)C(=O)CSc2nc(-c3ccco3)cc(C(F)(F)F)n2)cnn1C
→ -4, 6, -6, 5, 12, -1.6, -1, 1, -6, 100
COc1ccccc1-n1ccnc(SCC(=O)NCCc2ccccc2)c1=O
→ 6, -1, -7, 12, -33, 1.0, 2, 0, -2, 100
CC(CC(=O)NC1CCCCC1)S(=O)(=O)c1ccc2c(c1)CCN2C(=O)C1CC1 (stereo not given)
→ 7, 2, -11, 20, -2, -2.2, 2, 6, -10, 99
CCOC(=O)C1CSc2[nH]c(=O)sc2C1c1ccccc1 (stereo not given)
→ 5, 10, 3, -6, -10, -1.0, -1, -5, -8, 106
Cn1c(CN2CCCC2)nc2cc(NC(=O)COc3ccccc3)ccc21
→ 4, 1, 4, -28, 2, -1.2, -2, -5, -5, 109

Assay outcomes (PubChem)
